RT RNaseH block = blocks HIV-1 RNase H cleavage of RNA/DNA duplex; RT-RNase H RNA/DNA duplex cleavage, fluorescence; inhibition, % at 10 µM; actives 1.9% (n = 65,000); in the data active = inhibition above about 50%
RmlCD inh mix = RmlC/RmlD inhibition, mixture screen; RmlC/RmlD coupled enzyme inhibition, 384-well mixture HTS; inhibition, % at 5.5 µM; actives 0.39% (n = 110,000); in the data active = inhibition above about 30%, passing the limit was not always enough; also: strong numbers were not always called active
* hit, by the source's call; nt = no result given. This is a subset; count on the stated rates, not on these rows.

SMILES	RT RNaseH block	RmlCD inh mix
O=C(NCc1cccs1)C1CCC(CNS(=O)(=O)c2cccc3nsnc23)CC1 (centres undefined)	nt	-4
CCOC(=O)Cc1c(C)nc2c(-c3ccccc3)c(C)[nH]n2c1=O	nt	-3
Cc1ccc2c(c1)OC(=O)CC2c1ccccc1 (centres undefined)	nt	-48
COc1ccc(CNC(=O)Nc2cccs2)cc1OC	-11	nt
N/C(=N\OC(=O)CCC1CCCCC1)c1cccc([N+](=O)[O-])c1	nt	3
COCn1c(-c2ccc(OC)cc2)nc2ccccc21	nt	17
COc1cccc(CNc2ncnc3cc(OC)c(OC)cc23)c1	nt	10
O=C(NN1CCOCC1)c1cc(-c2ccccc2)nc2ccccc12	nt	-11
COCCn1c(CN2CCN(c3ccccc3)CC2)nc2c1c(=O)n(C)c(=O)n2C	nt	-6
O=C(Cn1c(=O)n(CC(=O)NCc2ccccc2)c2ccccc21)NCc1ccccc1	nt	9
Cc1cccc2[nH]c3c(N4CCN(C(=O)c5ccco5)CC4)ncnc3c12	nt	23
CCC(C)(C)NC(=O)C(c1ccncc1)N(Cc1ccc(C)cc1)C(=O)c1csnn1 (centres undefined)	nt	-7
ONC=Nc1cccc2nonc12	8	-18
O=C(NCC(=O)N(Cc1ccco1)C(C(=O)NC1CCCCC1)c1cccnc1)c1cccs1 (centres undefined)	nt	5
CCn1c(SCC(=O)Nc2ccc(OC)c(OC)c2)nnc1-c1c[nH]c2ccccc12	nt	7
CCCOc1ccc(Cc2nc(N)nc(N)n2)cc1	-10	-12
CCCN(N=Nc1cccc([N+](=O)[O-])c1)c1cccc([N+](=O)[O-])c1	nt	12
CCn1c(CNC(=O)c2ccc(OC)cc2)nnc1SC	-7	-13
O=C(Nc1ccon1)C(Sc1ccccc1)c1ccccc1 (centres undefined)	26	-9
C#CCOCCOCCOCCNc1nc(N2CCN(C(=O)C(Cc3ccc(O)cc3)n3cc(C(N)CC(C)C)nn3)CC2)nc(N2CCN(C(=O)C(Cc3ccc(O)cc3)n3cc(C(N)C(C)CC)nn3)CC2)n1 (centres undefined)	nt	-10

Molecules from the list above that have an aryl methoxy group (5):
SMILES	RT RNaseH block	RmlCD inh mix
COc1ccc(CNC(=O)Nc2cccs2)cc1OC	-11	nt
COCn1c(-c2ccc(OC)cc2)nc2ccccc21	nt	17
COc1cccc(CNc2ncnc3cc(OC)c(OC)cc23)c1	nt	10
CCn1c(SCC(=O)Nc2ccc(OC)c(OC)c2)nnc1-c1c[nH]c2ccccc12	nt	7
CCn1c(CNC(=O)c2ccc(OC)cc2)nnc1SC	-7	-13

(next part)
SMILES	RT RNaseH block	RmlCD inh mix
COc1ccc(OCCCON2C(=O)c3ccccc3C2=O)cc1	-68	5
CNC(=O)COC(=O)c1cc(NC(=O)c2ccco2)c(OC)c(OC)c1	nt	10
O=C(O)CSc1ncnc2nc[nH]c12	nt	5
O=C(NCc1ccc(Cl)cc1)c1cc2c(nc3sccn32)s1	27	14
O=C(CN1CCN(c2ccccc2)CC1)Nc1nccs1	-4	12
Nc1ncnc2c1ncn2C1CCC(CO)C(O)C1 (centres undefined)	-7	2
COc1cccc(-c2nnc(NC(=O)C3CCCCC3)o2)c1	3	-6
O=C(CSc1nc(-c2ccco2)cc(C(F)(F)F)n1)Nc1ccc2c(c1)OCO2	1	7
COc1ccc(NS(=O)(=O)c2ccc(OC)c(OC)c2)cc1OC	-7	6
COc1ccc(Cl)cc1NC(=O)C1CC(=O)N(c2ccc(F)cc2)C1 (centres undefined)	-20	nt
Clc1ccc(-c2nc3ncccn3c2Nc2ccc3c(c2)OCO3)cc1	nt	-14
Clc1ccccc1Nc1ncnc2c1nnn2Cc1ccccc1	-76	-2
Oc1ccc(CNc2ccc(F)cc2)c2cccnc12	30	-12
N#Cc1c(NC(=O)CSc2nnc(-c3ccco3)n2-c2ccccc2)sc2c1CCC2	nt	9
Cc1nnc2c(Oc3ccccc3)nc3ccccc3n12	nt	-19
Cc1nc2ccccc2c(=O)[nH]1	nt	7
O=C(CCn1c(=O)c2ccccc2n(CC(=O)NC2CCCC2)c1=O)NCc1ccco1	nt	-9
Clc1ccccc1-c1nc2ccccc2c2nncn12	nt	50
COc1ccc(C(=O)C(OC(=O)CNC(=O)c2ccco2)c2ccccc2)cc1 (centres undefined)	2	-5
NC(=O)CC(NC(=O)Cc1cccc2ccccc12)c1ccc(NC2CCC2)c([N+](=O)[O-])c1 (centres undefined)	nt	0
NC(=O)c1nsc(C(=O)N(CC(=O)NCc2ccc3c(c2)OCO3)C2CCCCC2)c1N	-6	11
CCOC(=O)C(NC(C)=O)(Nc1ccc(S(=O)(=O)Nc2cc(C)nc(C)n2)cc1)C(F)(F)F (centres undefined)	-12	-8
COc1ccc(NC(=O)C2OC3OC(C)(C)OC3C3OC(C)(C)OC23)cc1 (centres undefined)	nt	5
Cc1cc(C)n2c3c(c(C#N)c2n1)CC(C)(C)OC3	-3	11
COC(=O)CSc1nnc(-c2ccco2)n1-c1ccc(C)cc1	-9	5
Nc1[nH]c(=S)[nH]c(=O)c1-c1ccccc1	2	5
COc1cccc(-c2nnc(NC(=O)c3ccc(S(=O)(=O)N4CCOCC4)cc3)o2)c1	23	-7
Cc1ccc(C=Nc2ccc(N(C)C)cc2)o1	1	-7
Cc1oc(-c2ccccc2F)nc1CS(=O)(=O)CC(=O)N1CCOCC1	-5	-15
Cc1ccccc1N1C(=O)N(c2cccc(C(F)(F)F)c2)C2CS(=O)(=O)CC21 (centres undefined)	-1	-8
CCOc1ccc(N(CC(=O)NC(C)(C)C)S(=O)(=O)c2c(C)noc2C)cc1	-6	-11
O=C(CCSc1ccccc1)NCCN1CCOCC1	19	15
O=C(N/N=C\c1ccc(F)cc1)c1cc(OCC(F)(F)F)ccc1OCC(F)(F)F	nt	-1
Cc1ccc(OC(=O)c2cccc(C(=O)Oc3ccc(C)cn3)n2)nc1	2	-8
O=C(Nc1ccc(F)cc1)N1CCN2C(=O)c3ccccc3C12c1ccccc1 (centres undefined)	nt	0
COc1cccc(-c2cc(C(=O)NCc3ccco3)no2)c1	-9	-12
CCn1c(=O)c(C(=O)NCc2ccccn2)c(O)c2ccccc21	-12	1
CC1=C(OC(=O)c2ccccc2)C(C)(C)C(c2ccccc2)OC1=O (centres undefined)	nt	-8
CCOc1ccc(CC(=O)Nc2c(C(N)=O)oc3ccccc23)cc1OCC	-8	8
O=C(Nc1cccc(C(F)(F)F)c1)c1cccnc1N1CCCC1	1	-11
COc1cc(C(=O)N2CCC(n3c(C)nc4cc(F)ccc43)CC2)cc(OC)c1OC	nt	-8
COc1cc2c(cc1OC)CN(C(=O)CSc1nnc3scc(-c4ccccc4)n13)CC2	-21	1
CC(C)COc1ccc(-c2nn(-c3ccccc3)cc2C(=O)Nc2nccs2)cc1	nt	2
Cc1nnc(C)n1/N=C/c1ccccn1	7	14
CCOCCn1cnc2sc(C(=O)Nc3nc(C)c(C(=O)OCC)s3)c(C)c2c1=O	2	28
COc1ccc2[nH]c(=O)c(CN(Cc3cccs3)S(=O)(=O)c3c(C)ccc4nsnc34)cc2c1	nt	-6
O=S(=O)(c1cccs1)N1CN(CC2CCCO2)c2nc3ccccc3nc21 (centres undefined)	-23	-10
COc1ccc(-n2c(COc3ccccc3)nnc2SCc2ccc(C#N)cc2)cc1	-14	-8
Nc1c(C(=O)NCC2CCCO2)c2nc3ccccc3nc2n1/N=C/c1ccncc1 (centres undefined)	-24	nt
Cc1ccc(C)c(/C(O)=C2\C(=O)C(=O)N(Cc3cccnc3)C2c2cccnc2)c1 (centres undefined)	-6	12

Following part
SMILES	RT RNaseH block	RmlCD inh mix
NS(=O)(=O)c1ccc(CCNC(=O)CCCC2=NS(=O)(=O)c3ccccc3N2)cc1	-8	-5
O=C(Nc1cnn(Cc2ccccc2)c1)NC12CC3CC(CC(C3)C1)C2	nt	-12
CCN(CC)c1nc(OC)nc(-n2nnc(C(C)=O)c2C)n1	nt	-1
COCCNC(=O)Cn1c(=O)n(Cc2ccc(C(=O)NCc3ccco3)cc2)c(=O)c2ccccc21	0	nt
CC(=O)N(CC1CCCO1)c1nnc(-c2cnccn2)s1 (centres undefined)	-8	1
O=C(c1ccccc1)N1CCN(C(=O)c2ccc(OC(F)(F)F)cc2)CC1	nt	14
O=C(CSc1nc(-c2ccco2)cc(C(F)(F)F)n1)Nc1ccc(C(=O)N2CCCCC2)cc1	-13	-9
CC(NCC(O)COCc1cccs1)C1CC2CCC1C2 (centres undefined)	nt	-11
Cc1cc(NC(=O)c2ccc3c(c2)C(=O)N(CCC(C)C)C3=O)no1	35	-7
CS(=O)(=O)c1nc(-c2ccccc2)cc(-c2ccccc2)c1C#N	nt	5
CCOC(=O)C1CCN(c2cc(=O)n(-c3ccc(OC)cc3)c(=O)[nH]2)CC1	nt	-6
CN(C)S(=O)(=O)c1cccc(C(=O)N(Cc2ccc(F)cc2)Cc2ccco2)c1	-6	-10
CC1CC(C)(C)NCc2ccccc21 (centres undefined)	-16	-6
Cc1cccc(N2C(=O)C3C4CC(C(Br)C4Br)C3C2=O)n1 (centres undefined)	nt	-10
CC(=O)N1CC(=O)Nc2ccc(Cl)cc2C1c1ccc(F)cc1 (centres undefined)	2	-5
CCOC(=O)c1cc(CC)sc1NC(=O)C(c1ccccc1)c1ccccc1	nt	-12
NC(=O)COC(=O)c1ccc(Oc2ccccc2)cc1	-18	2
CCCS(=O)(=O)N1CCCC(C(=O)NCCc2ccc(OC)c(OC)c2)C1 (centres undefined)	-8	5
COc1cccc(-c2nc(CS(=O)CC(=O)NCCCOC(C)C)c(C)o2)c1 (centres undefined)	-3	1
O=C1CCCC2=C1C1(CCCC1)N=C(Nc1nc3ccccc3o1)N2	2	nt
COc1ccc(S(=O)(=O)N2CCC(n3cnc4cc(C(F)(F)F)ccc43)CC2)cc1	-7	-8
Cc1cc(-n2c(C)cc(C(=O)CN3C(=O)NC4(CCCCC4C)C3=O)c2C)no1 (centres undefined)	17	2
COc1ccccc1N1CCN(CCc2n[nH]c(=S)n2-c2ccccc2)CC1	22	8
CC(C)COC(=O)Nc1ccc(C(=O)O)cc1	nt	-3
COc1ccc(C)cc1C(=O)C1CC(C(=O)O)C(C)(C)C1C (centres undefined)	-17	nt
CC(Cc1ccccc1)[n+]1cc(/N=C(\N)[O-])on1 (centres undefined)	-4	3
CSc1nnnn1CCn1nnnc1SC	-9	7
CCOc1ccc(NCCC(=O)c2ccc3c(c2)OCO3)cc1	-11	-119
O=C(Nc1cccc(Cl)c1)C1CCCN(S(=O)(=O)c2cnc[nH]2)C1 (centres undefined)	-8	4
COC(=O)C(C)Sc1nnc(Cc2cc(=O)[nH]c(=O)[nH]2)n1-c1ccc(Cl)cc1 (centres undefined)	-5	nt

Gathered by group, the entries above with a COOH group
SMILES	RT RNaseH block	RmlCD inh mix
O=C(O)CSc1ncnc2nc[nH]c12	nt	5
CC(C)COC(=O)Nc1ccc(C(=O)O)cc1	nt	-3
COc1ccc(C)cc1C(=O)C1CC(C(=O)O)C(C)(C)C1C (centres undefined)	-17	nt

Further compounds:
SMILES	RT RNaseH block	RmlCD inh mix
Cc1cc(C)c(S(C)(=O)=O)c(S(=O)c2ccc(Cl)cc2)n1 (centres undefined)	nt	-12
O=C(O)C(O)(c1ccccc1)C1CCCC1 (centres undefined)	5	-11
c1ccc2c(c1)[nH]c1c(N3CCSCC3)ncnc12	-8	nt
O=C(O)CN(c1ccccc1F)S(=O)(=O)c1ccccc1	-6	-4
Cc1cccc(C)c1Oc1nc(-c2ccccc2)ncc1S(=O)(=O)c1ccccc1	nt	1
CCCCCC(=O)NC(=S)Nc1ccc(N2CCCCC2)c(Cl)c1	nt	-9
COc1ccc(NC(=O)c2ccco2)cc1N	-15	11
CCOC(=O)Cc1csc(NC(=O)COc2ccc(OC)cc2)n1	-12	-5
COc1cccc(NC(=O)C2CCN(S(=O)(=O)c3ccc4c(c3)OCCO4)CC2)c1	nt	-16
Cc1ccc(N(C(=O)c2ccc3c(c2)OCO3)C2C=CS(=O)(=O)C2)cc1 (centres undefined)	-23	-13
Cc1ccc2c(c1)N(CC(=O)c1cccc(Cl)c1)C(=O)C(C)O2 (centres undefined)	13	3
Cc1ccccc1-n1nnnc1-c1ccccc1	-45	-12
CCc1nc(SCC(=O)Nc2cc(C)on2)c2c(C)c(C)sc2n1	1	-9
COc1ccc(-c2c(-c3ccc(O)cc3O)n[nH]c2C)cc1OC	nt	4
CCOc1ccc(N/C=C/C(=O)c2ccc(OC)cc2)c([N+](=O)[O-])c1	nt	3
CCCNc1[nH]c(=O)n(C)c(=O)c1N=O	nt	-9
CCc1c(C)sc(NC(=O)c2cc(-c3ccco3)on2)c1C#N	-13	11
Cn1c(=O)n(CC(=O)N2CCOCC2)c2ccccc21	-3	16
O=C(OCc1ccccc1)c1ccccc1	nt	9
COc1ccc(Nc2oc(-c3cccs3)nc2C#N)cc1	-4	-44
Nc1nc(SCC(=O)NC2CCCCC2)[nH]c(=O)c1-c1ccccc1	nt	-6
N/C(=N\c1nc2c(c(=O)[nH]1)CCC2)Nc1ccccc1C(F)(F)F	nt	-2
CCC1CCCCN1c1nc(-c2cccc(OC)c2O)nc2ccccc12 (centres undefined)	1	4

Grouped by structure, the compounds so far with a CF3 group (9)
SMILES	RT RNaseH block	RmlCD inh mix
O=C(CSc1nc(-c2ccco2)cc(C(F)(F)F)n1)Nc1ccc2c(c1)OCO2	1	7
CCOC(=O)C(NC(C)=O)(Nc1ccc(S(=O)(=O)Nc2cc(C)nc(C)n2)cc1)C(F)(F)F (centres undefined)	-12	-8
Cc1ccccc1N1C(=O)N(c2cccc(C(F)(F)F)c2)C2CS(=O)(=O)CC21 (centres undefined)	-1	-8
O=C(N/N=C\c1ccc(F)cc1)c1cc(OCC(F)(F)F)ccc1OCC(F)(F)F	nt	-1
O=C(Nc1cccc(C(F)(F)F)c1)c1cccnc1N1CCCC1	1	-11
O=C(c1ccccc1)N1CCN(C(=O)c2ccc(OC(F)(F)F)cc2)CC1	nt	14
O=C(CSc1nc(-c2ccco2)cc(C(F)(F)F)n1)Nc1ccc(C(=O)N2CCCCC2)cc1	-13	-9
COc1ccc(S(=O)(=O)N2CCC(n3cnc4cc(C(F)(F)F)ccc43)CC2)cc1	-7	-8
N/C(=N\c1nc2c(c(=O)[nH]1)CCC2)Nc1ccccc1C(F)(F)F	nt	-2

Screening data (PubChem BioAssay)
